# Source: PubChem (The Scripps Research Institute Molecular Screening Center)
# PLCb3 inh: human PLC-beta3 inhibitors, primary screen, biochemical, fluorescence | 1-phosphatidylinositol 4,5-bisphosphate phosphodiesterase beta-3 (Homo sapiens), Q01970 | Purified PLC-beta3, fluorogenic substrate | inhibition, % at 12.2 µM | 370,000 compounds, 0.18% hits | AID 720704, 2013; in the data active means inhibition above about 11%;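 further: 0% = median of compound wells on plate and 100% = full blocker control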
# ssDAF12 agonist: S. stercoralis DAF-12 nuclear receptor activators, primary screen, cell-based, luminescence, HEK293, GRIP1 co-expression, lit1-tk-luc. 370,000 compounds, 1% hits. Nuclear hormone receptor DAF-12 (Strongyloides stercoralis). activation, % at 6.8 µM. HEK293 ssDAF-12/GRIP1 lit1-tk-luc reporter; % of 3 µM dafachronic acid response;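 active means activation above the mean over all tested compounds plus 3 SD, cut at about 0.9% in these data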;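 further: 0% = DMSO-only wells and 100% = 3 µM delta7-dafachronic acid wells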
# hgDAF12 agonist: H. glycines DAF-12 receptor agonists, primary screen, cell-based, luminescence, HEK293, GAL4 fusion, UAS-luciferase. Nuclear hormone receptor DAF-12 (Heterodera glycines), GAL4 fusion. HEK293 GAL4-hgDAF12 UAS-luciferase reporter, agonist luminescence; normalized to butyrate control. activation, % at 6.8 µM. 370,000 compounds, 1.8% hits;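 active means activation above a cutoff set at the mean of all screened compounds plus 3 SD, cut at about 10% in these data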;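 further: 0% = DMSO wells and 100% = sodium butyrate wells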
# DAX1 inh-1: DAX1 (NR0B1) inhibitors, primary screen, cell-based, HEK293, Gal4-DAX1, luciferase luminescence; Nuclear receptor subfamily 0 group B member 1 (Homo sapiens), P51843; HEK293 Gal4-DAX1 luciferase reporter; inhibition, % at 6.75 µM; 340,000 compounds, 0.99% hits; AID 504766, 2011;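 active means inhibition above the mean over all tested compounds plus 3 SD, cut at about 4.2% in these data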;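 further: 0% = DAX1-transfected cells with DMSO and 100% = empty-vector control cells with DMSO; inhibition shows as a rise in luminescence from relieved DAX1 repression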
# ADAM10 inh: human ADAM10 inhibitors, primary screen, biochemical, QFRET, HTS; AID 720582, 2013; inhibition, % at 7 µM; 370,000 compounds, 0.62% hits; recombinant ADAM10, EDANS/DABCYL FRET peptide cleavage, 3 h; Disintegrin and metalloproteinase domain-containing protein 10 (Homo sapiens), O14672;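 active means inhibition above a per-campaign cutoff equal to the mean of compounds falling between control-based bounds plus 3 SD, cut at about 20% in these data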;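 further: 0% = DMSO wells while the 100% control is not disclosed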
# FXN GAA850 act: FXN promoter activators, primary screen, cell-based, luciferase luminescence, HEK293 lucGAA850; activation, % at 6 µM; 360,000 compounds, 0.56% hits; HEK293 lucGAA850 FXN promoter luciferase reporter, 24 h; percent of 10 µM SAHA response; AID 540364, 2011;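 active means activation above the average of all compounds screened plus 3 SD, cutoff fixed separately per campaign, cut at about 7.5% in these data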;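 further: 0% = DMSO wells and 100% = 10 µM SAHA wells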
# hcDAF-12 act: H. contortus DAF-12 nuclear receptor activators, primary screen, cell-based, luminescence, HEK293, lit1-tk-luc reporter | activation, % at 6.8 µM | 370,000 compounds, 1.4% hits | HEK293 hcDAF-12 lit1-tk-luc reporter; 0% DMSO, 100% Δ7-dafachronic acid;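 active means activation above the mean of all tested compounds plus 3 SD, cut at about 5.5% in these data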;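 further: 100% = response to 3 µM Δ7-dafachronic acid high control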
# PLC-gamma1 inh: PLC-gamma1 enzyme inhibitors, primary screen, biochemical, fluorescence, purified enzyme | fluorogenic substrate | 370,000 compounds, 0.84% hits | AID 720700, 2013 | 1-phosphatidylinositol 4,5-bisphosphate phosphodiesterase gamma-1 (Homo sapiens), P19174 | inhibition, % at 12.2 µM; in the data active means inhibition above about 9.5%
# Target sequence (P19174 whole entry, looked up): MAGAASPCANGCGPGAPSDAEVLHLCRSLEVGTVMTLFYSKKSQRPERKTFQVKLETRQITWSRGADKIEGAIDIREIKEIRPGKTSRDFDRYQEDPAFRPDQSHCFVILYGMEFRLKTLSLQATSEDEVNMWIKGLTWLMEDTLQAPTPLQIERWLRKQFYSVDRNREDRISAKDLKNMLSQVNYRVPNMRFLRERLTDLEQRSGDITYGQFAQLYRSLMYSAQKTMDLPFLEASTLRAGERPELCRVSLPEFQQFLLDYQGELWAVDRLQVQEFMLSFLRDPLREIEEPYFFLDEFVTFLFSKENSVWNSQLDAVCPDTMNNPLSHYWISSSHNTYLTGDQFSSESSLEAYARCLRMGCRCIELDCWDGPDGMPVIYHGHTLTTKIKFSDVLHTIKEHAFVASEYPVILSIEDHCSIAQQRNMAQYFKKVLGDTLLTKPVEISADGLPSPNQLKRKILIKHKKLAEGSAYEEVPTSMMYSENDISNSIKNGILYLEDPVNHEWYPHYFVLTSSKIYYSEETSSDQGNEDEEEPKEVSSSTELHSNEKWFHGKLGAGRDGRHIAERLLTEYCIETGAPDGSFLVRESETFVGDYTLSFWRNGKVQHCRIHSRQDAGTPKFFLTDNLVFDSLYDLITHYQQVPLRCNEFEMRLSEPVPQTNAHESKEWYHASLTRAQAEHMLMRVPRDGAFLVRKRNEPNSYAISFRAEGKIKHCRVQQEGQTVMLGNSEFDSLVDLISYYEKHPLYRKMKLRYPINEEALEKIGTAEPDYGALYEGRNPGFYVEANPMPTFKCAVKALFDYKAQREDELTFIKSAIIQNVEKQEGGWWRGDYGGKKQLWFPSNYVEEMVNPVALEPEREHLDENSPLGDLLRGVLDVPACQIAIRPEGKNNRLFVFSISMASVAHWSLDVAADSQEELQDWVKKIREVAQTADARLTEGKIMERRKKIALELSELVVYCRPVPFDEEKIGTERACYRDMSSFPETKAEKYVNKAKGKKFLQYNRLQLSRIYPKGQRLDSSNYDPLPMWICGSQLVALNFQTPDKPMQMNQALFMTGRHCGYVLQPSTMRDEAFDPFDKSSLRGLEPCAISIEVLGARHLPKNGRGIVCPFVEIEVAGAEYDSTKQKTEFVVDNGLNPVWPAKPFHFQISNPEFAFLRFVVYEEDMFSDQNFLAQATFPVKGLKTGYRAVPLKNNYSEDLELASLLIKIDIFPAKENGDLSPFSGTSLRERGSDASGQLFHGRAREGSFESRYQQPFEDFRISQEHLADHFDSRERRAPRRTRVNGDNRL
# HGIII-sPLA2 inh: human group III sPLA2 inhibitors, primary screen, biochemical, QFRET, BODIPY PC-A2 liposome substrate; 370,000 compounds, 0.56% hits; QFRET BODIPY PC-A2 liposome hydrolysis, fluorescence; inhibition, % at 12.2 µM; AID 743126, 2013; Group 3 secretory phospholipase A2 (Homo sapiens), Q9NZ20;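 active means inhibition above mean plus 3 SD of compounds lying within the high and low control bounds, cut at about 19% in these data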;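 further: 0% = median of test compound wells and 100% = no enzyme DMSO wells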
# DAX1 inh-2: DAX1 (NR0B1) inhibitors on StAR promoter, primary screen, cell-based, luminescence, SF-1 (NR5A1), full-length DAX-1; HEK293T StAR-luciferase reporter, SF-1/DAX-1 repression relief; inhibition, % at 6.8 µM; 370,000 compounds, 1.1% hits; AID 652010, 2013;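 active means inhibition above the mean over all tested compounds plus 3 SD, cut at about 3.6% in these data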;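 further: 0% = DAX-1 cells with DMSO and 100% = cells lacking DAX-1 with DMSO; higher inhibition means more luminescence from relief of DAX-1 repression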
# ADAM17 inh: ADAM17 inhibitors, primary screen, biochemical, QFRET. Disintegrin and metalloproteinase domain-containing protein 17 (Homo sapiens), P78536. recombinant ADAM17, EDANS/DABCYL FRET peptide cleavage. inhibition, % at 6.95 µM. 370,000 compounds, 0.83% hits. AID 720648, 2013;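 active means inhibition above the mean of compounds lying between control limits plus 3 SD, set per campaign, cut at about 8.5% in these data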;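 further: 0% = DMSO-only wells as the low control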
# * marks the source's active call; other numbers are inactive results; . = no result given.
# Short keys – A = PLCb3 inh; B = ssDAF12 agonist; C = hgDAF12 agonist; D = DAX1 inh-1; E = ADAM10 inh; F = FXN GAA850 act; G = hcDAF-12 act; H = PLC-gamma1 inh; I = HGIII-sPLA2 inh; J = DAX1 inh-2; K = ADAM17 inh
Structure: O=C(COc1nc2ccccc2nc1N1CCOCC1)NC1CCCCC1
  A: 2 | B: -1.4 | C: -2.0 | D: 1.4 | E: 1 | F: 2.7 | G: 0.2 | H: 9 | I: 0 | J: -0.2 | K: 1

Structure: Cn1c(=O)c2c(nc(/C=C/c3cccc(Cl)c3)n2C)n(C)c1=O
  A: -65 | B: -1.0 | C: 1.7 | D: . | E: -313 | F: . | G: -2.2 | H: -44 | I: -4 | J: -0.5 | K: -81

Structure: C/C(=N/NC(=O)CNC(=O)c1cccnc1)c1ccc(Cl)cc1
  A: -8 | B: -1.1 | C: -1.2 | D: -1.0 | E: -1 | F: -0.5 | G: -2.0 | H: -5 | I: 10 | J: -0.4 | K: -6

Structure: COC(=O)Nc1ccc(S(=O)(=O)Nc2cc(OC)nc(OC)n2)cc1
  A: -4 | B: -0.8 | C: -1.3 | D: 0.4 | E: -2 | F: 1.0 | G: 0.1 | H: 4 | I: 2 | J: -0.1 | K: -2

Structure: Cc1ccccc1-c1csc(C(O)c2ccccc2)n1 (centres undefined)
  A: -13 | B: -1.0 | C: 2.5 | D: . | E: -5 | F: 1.0 | G: 0.7 | H: -3 | I: -1 | J: -0.2 | K: 1

Structure: COc1ccccc1OCc1cc(C(=O)N(C)CCC2CCOCC2)no1
  A: -3 | B: 0.5 | C: 9.8 | D: 3.0 | E: -9 | F: 1.3 | G: 5.5 | H: 3 | I: 12 | J: 3.9* | K: -5

Structure: O=C(COC(=O)c1ccc(Cl)c(S(=O)(=O)N2CCCCC2)c1)NCCc1ccccc1
  A: -11 | B: -0.9 | C: 0.1 | D: -0.6 | E: 0 | F: 1.3 | G: -1.4 | H: 1 | I: -8 | J: 1.4 | K: -2

Structure: O=C(NCC1COCCO1)C1CCN(S(=O)(=O)c2ccccc2)CC1 (centres undefined)
  A: 7 | B: -1.0 | C: -0.4 | D: -0.5 | E: 13 | F: 0.9 | G: -0.4 | H: 3 | I: 3 | J: 0.3 | K: 3

Structure: S=C(NCCCN1CCOCC1)N1CCN(c2cccc(Cl)c2)CC1
  A: -1 | B: -1.1 | C: -1.1 | D: 0.2 | E: 6 | F: 0.8 | G: -1.8 | H: 0 | I: 2 | J: -0.4 | K: -2

Structure: Cc1nc2cc(NC(=O)NCc3ccc4c(c3)OCO4)ccc2o1
  A: 10 | B: -1.5 | C: 2.9 | D: 1.3 | E: 0 | F: 0.4 | G: -1.7 | H: 6 | I: -1 | J: 0.1 | K: 5

Structure: CCC1Oc2ccccc2N(CC(=O)NCCCN2CCN(c3ccc(OC)cc3)CC2)C1=O (centres undefined)
  A: -2 | B: -1.0 | C: -0.4 | D: -0.2 | E: 2 | F: -1.1 | G: -1.1 | H: 1 | I: 1 | J: -0.4 | K: -1

Structure: COC(=O)c1ccc(CSc2nc3ccccc3c(=O)n2C)o1
  A: -7 | B: -1.3 | C: -0.2 | D: 0.5 | E: 2 | F: 2.8 | G: -0.1 | H: -2 | I: 1 | J: -0.1 | K: 1

Structure: CCOC(=O)c1ccc(NC(=O)NS(=O)(=O)c2ccc(C)cc2)cc1
  A: 1 | B: -1.6 | C: -0.5 | D: 1.5 | E: 4 | F: 0.9 | G: -1.2 | H: 1 | I: 4 | J: -0.1 | K: -5

Structure: CCOC(=O)C(/C=N/c1cc(C)nn1-c1ccccc1)=C(\C)O
  A: 0 | B: -0.9 | C: 0.6 | D: 0.1 | E: 3 | F: 1.8 | G: -0.6 | H: 3 | I: 7 | J: -0.4 | K: 3

Structure: Cc1cc2c(cc(C(=O)NCc3cccnc3)n2Cc2ccc(Cl)cc2)o1
  A: -13 | B: -1.2 | C: 1.2 | D: -0.3 | E: -4 | F: -1.1 | G: -1.3 | H: -6 | I: -19 | J: -0.5 | K: 1

Structure: CCOCCCNC(=O)CN(Cc1ccc(Cl)cc1)S(C)(=O)=O
  A: 3 | B: -1.1 | C: -2.2 | D: 0.5 | E: -5 | F: -0.1 | G: -1.6 | H: 2 | I: 10 | J: -0.4 | K: 6

Structure: Cc1ccc(C)c(N=Cc2cc3c(cc2[N+](=O)[O-])OCO3)c1
  A: -16 | B: -2.1 | C: 1.9 | D: 0.6 | E: -5 | F: -0.8 | G: -1.6 | H: 4 | I: 5 | J: -1.0 | K: 0

Structure: O=C(CCNC(=O)c1ccccc1Cl)Nc1ccncc1
  A: -8 | B: -0.8 | C: 1.2 | D: -0.2 | E: -5 | F: 2.2 | G: -0.1 | H: -12 | I: 6 | J: -0.6 | K: -8

Structure: Cc1ccc(Cc2c(C)c(C#N)c3[nH]c4ccccc4n3c2=O)cc1
  A: -20 | B: -1.7 | C: -0.5 | D: 1.1 | E: -49 | F: 0.4 | G: -0.8 | H: -6 | I: -1 | J: -0.1 | K: -25

Structure: O=C(O)c1c(Cl)nc2ccccn12
  A: -6 | B: -1.3 | C: 1.6 | D: -1.6 | E: -11 | F: 0.7 | G: -0.5 | H: 0 | I: 3 | J: -0.7 | K: -6

# Of the compounds above, 8 have sulfur:
# Short keys – A = PLCb3 inh; B = ssDAF12 agonist; C = hgDAF12 agonist; D = DAX1 inh-1; E = ADAM10 inh; F = FXN GAA850 act; G = hcDAF-12 act; H = PLC-gamma1 inh; I = HGIII-sPLA2 inh; J = DAX1 inh-2; K = ADAM17 inh
Structure: COC(=O)Nc1ccc(S(=O)(=O)Nc2cc(OC)nc(OC)n2)cc1
  A: -4 | B: -0.8 | C: -1.3 | D: 0.4 | E: -2 | F: 1.0 | G: 0.1 | H: 4 | I: 2 | J: -0.1 | K: -2

Structure: Cc1ccccc1-c1csc(C(O)c2ccccc2)n1 (centres undefined)
  A: -13 | B: -1.0 | C: 2.5 | D: . | E: -5 | F: 1.0 | G: 0.7 | H: -3 | I: -1 | J: -0.2 | K: 1

Structure: O=C(COC(=O)c1ccc(Cl)c(S(=O)(=O)N2CCCCC2)c1)NCCc1ccccc1
  A: -11 | B: -0.9 | C: 0.1 | D: -0.6 | E: 0 | F: 1.3 | G: -1.4 | H: 1 | I: -8 | J: 1.4 | K: -2

Structure: O=C(NCC1COCCO1)C1CCN(S(=O)(=O)c2ccccc2)CC1 (centres undefined)
  A: 7 | B: -1.0 | C: -0.4 | D: -0.5 | E: 13 | F: 0.9 | G: -0.4 | H: 3 | I: 3 | J: 0.3 | K: 3

Structure: S=C(NCCCN1CCOCC1)N1CCN(c2cccc(Cl)c2)CC1
  A: -1 | B: -1.1 | C: -1.1 | D: 0.2 | E: 6 | F: 0.8 | G: -1.8 | H: 0 | I: 2 | J: -0.4 | K: -2

Structure: COC(=O)c1ccc(CSc2nc3ccccc3c(=O)n2C)o1
  A: -7 | B: -1.3 | C: -0.2 | D: 0.5 | E: 2 | F: 2.8 | G: -0.1 | H: -2 | I: 1 | J: -0.1 | K: 1

Structure: CCOC(=O)c1ccc(NC(=O)NS(=O)(=O)c2ccc(C)cc2)cc1
  A: 1 | B: -1.6 | C: -0.5 | D: 1.5 | E: 4 | F: 0.9 | G: -1.2 | H: 1 | I: 4 | J: -0.1 | K: -5

Structure: CCOCCCNC(=O)CN(Cc1ccc(Cl)cc1)S(C)(=O)=O
  A: 3 | B: -1.1 | C: -2.2 | D: 0.5 | E: -5 | F: -0.1 | G: -1.6 | H: 2 | I: 10 | J: -0.4 | K: 6

# Compounds were not picked by outcome; about 6.9% have a hit in one of these screens.
